Source: PubChem BioAssay (IUPUI and University of Michigan)
ST2 IL33 inh = inhibitors of human ST2 (IL1RL1) binding to IL-33, primary screen, biochemical, AlphaLISA; Interleukin-1 receptor-like 1 (Homo sapiens), Q01638; AlphaLISA ST2-Fc/biotin-IL-33 interaction, 1 h; inhibition, % for hits at 17 µM; hit rate 2.3% among 78,000; AID 1259354, 2018; in the data active means inhibition above about 30%; inconclusive means mostly about 10% to 28%
Target sequence (Q01638 whole entry, looked up): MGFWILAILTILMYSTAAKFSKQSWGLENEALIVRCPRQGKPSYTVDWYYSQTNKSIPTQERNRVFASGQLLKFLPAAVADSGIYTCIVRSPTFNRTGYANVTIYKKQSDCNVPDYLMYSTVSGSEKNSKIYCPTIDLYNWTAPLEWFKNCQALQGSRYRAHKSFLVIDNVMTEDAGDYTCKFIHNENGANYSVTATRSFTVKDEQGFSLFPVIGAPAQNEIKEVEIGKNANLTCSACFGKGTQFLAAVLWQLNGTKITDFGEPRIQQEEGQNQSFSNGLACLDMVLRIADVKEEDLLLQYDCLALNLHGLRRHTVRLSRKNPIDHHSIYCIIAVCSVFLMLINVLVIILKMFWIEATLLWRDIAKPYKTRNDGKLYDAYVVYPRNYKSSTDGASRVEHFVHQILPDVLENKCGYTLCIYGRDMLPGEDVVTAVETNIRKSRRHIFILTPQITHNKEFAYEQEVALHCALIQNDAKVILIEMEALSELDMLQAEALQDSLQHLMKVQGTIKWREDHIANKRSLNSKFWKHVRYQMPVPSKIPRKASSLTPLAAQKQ
* marks the source's active call; other numbers are inactive results; i = inactive; u = inconclusive. These rows are one share of the data (hit frequency here may not be typical).

compound | ST2 IL33 inh
CC12CC(NC(=O)N1c1ccccc1)c1cc(Cl)ccc1O2 (stereo unspecified) | u
Cc1ccc(C(c2ccc(C)o2)c2ccccc2Br)o1 | u
CC(C)(C)C1CCc2onc(C(=O)Nc3cnn(Cc4ccc(F)cc4)c3)c2C1 (stereo unspecified) | i
Cc1cccc2cc(CC3CC(c4ccccc4)=NN3C(=O)CCCC(=O)O)c(Cl)nc12 (stereo unspecified) | u
O=C(Cn1cnc2c(cnn2-c2ccc(Cl)cc2)c1=O)Nc1ccc2c(c1)OCCO2 | i
O=C1CCC(c2ccc(-n3ccnc3)cc2)=NN1 | i
CCOc1c(N2CCN(c3cc(C)ccc3C)CC2)c(=O)c1=O | i
O=C(CN(c1cccc(C(F)(F)F)c1)S(=O)(=O)c1ccccc1)Nc1cccc(Cl)c1 | i
O=C(CN1C(=O)/C(=C\c2ccc(Cl)cc2)Sc2ccccc21)NCC1CCCO1 (stereo unspecified) | u
Cc1ccc(OCC2CCCN(C(=O)c3ccc(-n4cnnc4)cc3)C2)cc1 (stereo unspecified) | u
CC1=C(C(=O)Nc2nc3ccccc3s2)C(c2ccc(F)cc2)C2=C(CCCC2=O)N1 (stereo unspecified) | i
Cc1nc(N)nc(C)c1CC(=O)N1CCOC(C(F)(F)F)C1 (stereo unspecified) | u

4 of these compounds in a different format.
> CC(C)(C)C1CCc2onc(C(=O)Nc3cnn(Cc4ccc(F)cc4)c3)c2C1 (stereo unspecified)
  ST2 IL33 inh: i
> Cc1cccc2cc(CC3CC(c4ccccc4)=NN3C(=O)CCCC(=O)O)c(Cl)nc12 (stereo unspecified)
  ST2 IL33 inh: u
> O=C(Cn1cnc2c(cnn2-c2ccc(Cl)cc2)c1=O)Nc1ccc2c(c1)OCCO2
  ST2 IL33 inh: i
> O=C1CCC(c2ccc(-n3ccnc3)cc2)=NN1
  ST2 IL33 inh: i

Additional entries
compound | ST2 IL33 inh
Cn1c(=NC(=O)CSCC(=O)NC2CCCCC2)sc2ccccc21 | i
CCN(C=Nc1sc2c(c1C#N)CCCCC2)CC | u
CC1CN(CCC(=O)NC(c2ccccn2)C(F)(F)F)Cc2cc(Cl)ccc2O1 (stereo unspecified) | i
Cn1c(OCc2cccnc2)nc2c1c(=O)n(Cc1ccc(F)cc1)c(=O)n2C | i
NCCC1CCCCCC(=O)N1 (stereo unspecified) | u
COc1cc(C2C(N3C(=O)c4ccccc4C3=O)C(=O)N2c2ccc(C)cc2)cc(OC)c1OC (stereo unspecified) | i
Cc1ccc(S(=O)(=O)N2CCN(S(=O)(=O)c3ccc(C)c([N+](=O)[O-])c3)C2)cc1 | i
Cc1c(NC(=O)c2ccco2)cccc1C(=O)NC(C)c1cccs1 (stereo unspecified) | u
Oc1cc2ccccc2cc1-n1cnnc1 | u
COc1ccc(C2C(=C(O)c3ccc(F)cc3)C(=O)C(=O)N2CCN2CCOCC2)c(OC)c1 (stereo unspecified) | u
COc1ccc(Cc2nnc(NC(=O)Nc3ccc(Cl)cc3)s2)cc1OC | u
Cc1cc(S(=O)(=O)N(CCCC(=O)O)Cc2ccc(Br)cc2)ccc1F | i

compound | ST2 IL33 inh
O=C1NCC2(CCCN(C(=O)c3cnc4ccccc4c3)CC2)O1 (stereo unspecified) | i
CCCn1cnc2c1CN(S(=O)(=O)c1ccccc1)[C@H](C(=O)OC)C2 | i
O=C1CCCC2=C1C(c1cccs1)n1nc(Cc3ccccc3)nc1N2 (stereo unspecified) | i
O=C(C1=Cc2cc(Cl)ccc2OC1)N1CC[C@H](CO)[C@@H](O)C1 | u
O=C(Nc1ccccc1[N+](=O)[O-])c1cnc2n(c1=O)CCS2 | i
Fc1ccc(Cn2ncc3c2CN(c2nccc(CCC(F)(F)F)n2)C3)cc1 | i
COc1ccc(CN(CCC(c2ccccc2)C2CCOC(C)(C)C2)C(C)=O)cc1OC (stereo unspecified) | i
Cc1c(OC(=O)N2CCOCC2)ccc2c(=O)c(-c3nc4ccccc4s3)coc12 | i
O=C(CSc1nnc2c3ccccc3n(CCc3ccccc3)c2n1)N1CCOCC1 | 33.0%*
CCC(=O)c1cc2c(cc1NC(=O)c1cccc(Cl)c1)OCCO2 | i
c1ccc(OCC2=NNC(COc3ccccc3)=NN2)cc1 | i
O=C(/C=C/c1ccc(O)c(O)c1)OCCc1ccccc1 | u

compound | ST2 IL33 inh
COc1cccc(-c2ccc(NC(=O)C3CCCN3C(=O)c3ccco3)cc2)c1 (stereo unspecified) | i
COc1ccc(/C=C(/NC(=O)c2ccco2)C(=O)Nc2cccc(O)c2)cc1 | i
O=C(Nc1ccccn1)c1cccc(S(=O)(=O)N2CCOCC2)c1 | i
COc1cc(NC2c3ccccc3C(=O)N2Cc2ccccc2)cc(OC)c1OC (stereo unspecified) | i
O=C(N[C@H]1CCN2C(=O)N(c3ccccc3)C(=O)[C@@H]2C1)c1cccnc1 | i
CCOc1ncccc1C(=O)N1[C@@H]2CC[C@H]1CNC(=O)C2 | u
c1ccc(CN2CCC(NC3CCCN(c4nc5ccccc5s4)C3)CC2)nc1 (stereo unspecified) | i
COc1cccc(C2C(C(=O)Nc3ccc(C)cn3)=C(C)NC3=C2C(=O)CCC3)c1 (stereo unspecified) | i
Cc1c(Cl)c([N+](=O)[O-])nn1CCCC(=O)Nc1cnn(Cc2ccc(Cl)cc2Cl)c1 | i
CCSc1nnc(NC(=O)Nc2ccc(Cl)cc2)s1 | i
O=C(c1cccnc1-c1cccc2ncccc12)N1CCCCC1 | u
COc1cccc(C(=O)N2CCN(S(=O)(=O)c3cc4c5c(c3)CCN5C(=O)CC4)CC2)c1OC | i

compound | ST2 IL33 inh
COc1cc(C(=O)Nc2nc3c(s2)CC(C)CC3)cc(OC)c1OC (stereo unspecified) | i
CCn1cc(C(=O)NC2CCCC2)c(=O)c2cc(S(=O)(=O)N3CCOCC3)ccc21 | i
CCCc1cc(NCc2ccco2)n2c(nc3ccccc32)c1C#N | i
Nc1cccc(Oc2c(F)c(F)c(Oc3cccc(N)c3)c(F)c2F)c1 | i
Cc1ccc(Nc2cc(C)nc(N3CCN(S(=O)(=O)c4ccc(Oc5ccccc5)cc4)CC3)n2)cc1 | i
CC(C)Cc1noc(CN(C)c2nc(-c3ccccc3)nc3c2CCNC3)n1 | u
Cc1cccnc1CCNC(=O)C1CCC(=O)N(Cc2ccccn2)C1 (stereo unspecified) | u
CCCCN1C(=O)N(C)C2C1N(C)C(=O)N2CCCC (stereo unspecified) | u
CCOCCCNC(=O)C1c2c(n(C)c3ccccc23)SCC(=O)N1C1CCN(Cc2ccccc2)CC1 (stereo unspecified) | i
Brc1ccc(Br)c2cnccc12 | u
Cc1cc2c(cc1C)NC(CC(=O)NC(N)=O)C(=O)N2 (stereo unspecified) | u
Cc1cccc(N(C(=O)c2cnc3n(c2=O)CCS3)C2CCCCC2)c1 | i

compound | ST2 IL33 inh
CCCc1nc(C)cc(N2CCN(c3cn[nH]c(=O)c3)CC2)n1 | i
Cc1ccc2cc(N=Cc3cc(Cl)cc(I)c3O)ccc2n1 | i
CCC(=O)N1CCc2cc(Br)cc(S(=O)(=O)CCC(=O)N3CCOCC3)c21 | i
Cc1ccc(-n2nc3cc(C)c(NC(=O)c4cccnc4)cc3n2)cc1 | i
CC(=O)c1cc(C#N)c(SCC(=O)OC(C)(C)C)nc1C | i
CC(C)N(CCC#N)S(=O)(=O)c1ccc([N+](=O)[O-])cc1 | i
COc1cc(O)c(CCO)c2c1C(=O)C[C@@H](C)O2 | u
COc1ccc(NC(=O)c2cc(=O)c3ccccc3o2)cc1 | i
CC1(C)CC(=O)c2sc(NC(=O)c3cccc(N4C(=O)CCC4=O)c3)nc2C1 | u
CC(C)(C)c1ccc(C(=O)Nc2ccccc2F)cc1 | i
FC(F)(F)c1cc(-c2ccccc2)nc(NCC2CCCO2)n1 (stereo unspecified) | i
CC(=O)Nc1ccc(NC(=O)c2c(-c3ccccc3Cl)noc2C)cc1 | i

compound | ST2 IL33 inh
C=CCc1cc(/C=C2/C(=O)N(c3ccccc3)N=C2C)cc(OCC)c1O | u
N#CC1C(=O)NC(=O)C([n+]2ccccc2)C1c1ccccc1Cl (stereo unspecified) | u
COc1ccccc1Nc1nc(-c2ccc([N+](=O)[O-])cc2)nc2ccccc12 | i
CCN1CCN(C(=O)C(C)N2C(=O)COc3ccc(C)cc32)CC1 (stereo unspecified) | i
O=C(Nc1nc2ccccc2s1)C(Cl)Cl | i
COC(=O)c1ccc(Oc2nc(OC)nc(N(C)C)n2)cc1 | i
CCN(CC)S(=O)(=O)c1ccc2oc(C(=O)NCCc3ccc(Cl)cc3)c(C)c2c1 | i
O=C1C2CC=CCC2C(=O)N1c1ccc(F)cc1Cl (stereo unspecified) | i
COc1ccc(F)c(-c2cncc(C(=O)N3CCCCC3)n2)c1 | i
CCCCOC(=O)c1ccc(NC(=O)c2cc3c(=O)n4cccc(C)c4nc3n2C)cc1 | i
COc1ccc(Br)c2c1-c1nc(NC(=O)c3ccccc3)sc1C2 | i
COc1ccc(CC(=O)Nc2ccc(Cl)c(N3CCCS3(=O)=O)c2)cc1 | i

compound | ST2 IL33 inh
O=C(Nc1ccc(N2CCC(NC(c3ccncc3)c3ccc(Cl)cc3)CC2)cc1)C1CCCC1 (stereo unspecified) | i
Cc1cc(N2CCOCC2)cc(C)[n+]1OC(=O)N(c1ccccc1)c1ccccc1 | i
Cc1nc2c(-c3ccc(F)cc3)c(C)nn2c(C)c1CCC(=O)NCc1ccco1 | u
Cn1c(=O)c2c(nc3n(CC(O)c4ccccc4)c(C45CC6CC(CC(C6)C4)C5)cn23)n(C)c1=O (stereo unspecified) | i
O=C(CSc1nnc2c(n1)[nH]c1ccccc12)c1ccc(Cl)cc1 | 32.0%*
Cc1ccccc1-c1nc2cc(N=Cc3cc([N+](=O)[O-])c(O)c([N+](=O)[O-])c3O)ccc2o1 | i
COc1cccc(CN2CCCC3(CCN(C(=O)c4cc(-c5ccc(C)o5)[nH]n4)C3)C2)c1 (stereo unspecified) | u
CCOc1ccc(C(=O)NCCC(=O)O)cc1 | i
COc1ccc(OC)c(C(=O)c2coc3ccc(O)cc23)c1 | i
CC(C)C(NS(=O)(=O)c1cccs1)C(=O)N1CCN(c2ccc(F)cc2)CC1 (stereo unspecified) | i
O=C1OC(c2ccc(Cl)cc2Cl)=N/C1=C/c1ccco1 | i
O=C(NCc1csc(-c2cnccn2)n1)c1cnn2c1CCCC2 | u

A second format for four compounds above.
CC(C)C(NS(=O)(=O)c1cccs1)C(=O)N1CCN(c2ccc(F)cc2)CC1 (stereo unspecified)
  ST2 IL33 inh: i

Cn1c(=O)c2c(nc3n(CC(O)c4ccccc4)c(C45CC6CC(CC(C6)C4)C5)cn23)n(C)c1=O (stereo unspecified)
  ST2 IL33 inh: i

COc1ccc(OC)c(C(=O)c2coc3ccc(O)cc23)c1
  ST2 IL33 inh: i

Cc1nc2c(-c3ccc(F)cc3)c(C)nn2c(C)c1CCC(=O)NCc1ccco1
  ST2 IL33 inh: u

Next part.
compound | ST2 IL33 inh
O=C(CCCn1cnnn1)N1C[C@H]2CC=CC[C@H]2C1 | i
Clc1ccc(N2CCN(Cc3c[nH]c4ncccc34)CC2)cc1 | i
CCN(CC)S(=O)(=O)c1cc(Br)cc2c1N(C(=O)C1CC1)CC2 | i
Cc1cccc(-c2ccc(C(=O)O)c(N3Cc4cnc(C(C)(C)C)nc4C3)n2)c1 | i
CC(=O)c1cccc(C(=O)N2C[C@H](N(C)C)C[C@H]2CO)c1 | i
Cc1cccn2c(=O)c3cc(C(=O)Nc4ccc5c(c4)OCO5)n(C)c3nc12 | i
COC(=O)c1ccc(NS(=O)(=O)c2c(C)noc2C)cc1 | i
O=C(CSc1cn(Cc2ccccc2Cl)c2ccccc12)Nc1ccc2c(c1)OCO2 | i
O=C1OC(c2ccccc2)=N/C1=C\c1ccc(OC(F)F)cc1 | i
COc1ccc(C2C(C(=O)Nc3cccc(C)n3)c3cc(OC)c(OC)cc3C(=O)N2C)cc1 (stereo unspecified) | i
COc1ccc(-n2ncc3c(N4CCN(c5cccc(OC)c5)CC4)ncnc32)cc1 | u
CCCOc1ccc2oc(=O)c3c(c2c1)CCCN3C(=O)CN1CCCc2ccccc21 | i

compound | ST2 IL33 inh
C=CCNc1ccccc1C(=O)N(CC)CC1CCOCC1 | i
CC(=O)NCCC1CCCCN1Cc1cc2cc(C)cc(C)c2[nH]c1=O (stereo unspecified) | i
CCOc1nnc(-c2ccc(OC)cc2)c2ccccc12 | i
CC(C)(C)c1ccc(SCCc2ccccn2)cc1 | u
Cc1ccc(CN2CCN(Cc3cccc(-n4cccn4)c3)CC2CCO)o1 (stereo unspecified) | i
COc1ccc(C2C(C(C)=O)=C(O)C(=O)N2c2cccnc2)cc1 (stereo unspecified) | i
CCCCSc1nc2c(cc1C#N)CCC2 | i
COc1ccc(NC(=O)CCS(=O)(=O)c2cccc3cccnc23)cc1OC | i
CCCn1nc(C(=O)N2CCCC2)c2c1CCC(NCc1cnc3ccccc3c1)C2 (stereo unspecified) | i
Cn1c(=O)cc(SCC(=O)NC2CCCC2)c2ccccc21 | i
C=CCN(CC=C)S(=O)(=O)c1ccc(C(=O)Nc2nnc(-c3ccccc3Cl)o2)cc1 | u
CCOC(=O)N1CCN(Cc2ccc3c(c2)CN(C(=O)c2cccc(-n4cccn4)c2)CCO3)CC1 | i

compound | ST2 IL33 inh
COc1cccc2cc(-c3csc(NC(C)=O)n3)c(=O)oc12 | u
COc1cccc(CCC2CCCN(C(=O)c3cccnc3)C2)c1 (stereo unspecified) | u
COCCCNC(=O)c1ccc(CS(=O)(=O)c2c(Cl)cccc2Cl)o1 | i
N#Cc1ccccc1NC(=O)c1cc(=O)c2ccccc2o1 | i
CCn1cc(C(=O)NCCCOC)c(=O)c2cc(S(=O)(=O)N3CCCC3)ccc21 | i
